FLuc inh: Firefly luciferase inhibition profiling of diverse chemical library using quantitative high-throughput screening | AID 1347043, 2019 | Potency, µM (titrated, usually from 115 µM), for the others: at the highest dose activity change, negative = inhibition, usual class: inhibitors | purified P. pyralis luciferase, luminescence, biochemical | hit rate 2.5% among 76,000; further: potency means the concentration at half of the fitted maximal effect; nearly all actives have a fitted effect of over 65% in size
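Purified P. pyralis luciferase (10nM final) in 50mM Tris acetate pH 7.5, 10mM Mg acetate, 0.01% Tween-20, 0.05% BSA with 10uM D-luciferin and 10uM ATP. Compounds titrated qHTS. Luminescence imaged on CCD.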
HEK293 viab: GF-AFC viability counterscreen for inhibitors of alpha-synuclein gene (SNCA) expression; HEK-293-SNCA-luc viability, GF-AFC fluorescence, 24 h; Potency, µM (series often up to 57.1 µM), for the others: at the top dose activity change, negative = cytotoxicity, hits mostly cytotoxic; hit rate 0.12% among 150,000; AID 1671193, 2021;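 further: potency means the concentration at half of the fitted maximal effect; 0% = DMSO-treated cells and -100% = medium-only wells without cells; nearly all actives have a fitted effect of over 30% in size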
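HEK-293-SNCA-luc cells (1500/well) plated 24 h, then exposed 24 h to a dilution series; GF-AFC added 30 min at 37C, fluorescence 405/540 nm; normalised to medium-only and DMSO wells, Hill fit.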
HEK293 tox: Cytotoxic Profiling in HEK 293 Cell Line of Diverse Libraries Using Quantitative High-Throughput Screening | HEK 293 viability, ATP luminescence (CellTiter-Glo), 48-72 h | Potency, µM (titrated, usually from 115 µM), for the others: at the highest dose activity change, negative = cytotoxicity, hits mostly inhibitors | hit rate 6.6% among 94,000 | AID 1345083, 2018; further: potency means the concentration at half of the fitted maximal effect; nearly all actives have a fitted effect of over 60% in size
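Luminescence from cellular ATP, measured with CellTiter-Glo, indicates HEK 293 viability. Cells plated at 250 cells/well are treated with compound for 48 or 72 hr at 37 degree Celsius before reagent addition.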
SNCA expr inh: Primary qHTS assay for inhibitors of alpha-synuclein gene (SNCA) expression; HEK-293 SNCA-luciferase knock-in, luminescence, 24 h; Potency, µM (titrated, usually from 57.2 µM), inactives show top-dose activity change, negative = inhibition, actives largely listed as inhibitors; AID 1671194, 2021; hit rate 0.17% among 140,000;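 further: potency means the concentration at half of the fitted maximal effect; plate controls were DMSO cells for no effect and cell-free wells for full effect; nearly all actives have a fitted effect of over 45% in size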
GPT2 inhibitor: Primary qHTS assay for inhibitors of Glutamate pyruvate transaminase 2 (GPT2); Alanine aminotransferase 2 (Homo sapiens), Q8TD30; Recombinant GPT2, coupled pyruvate oxidase/HRP Amplex Red fluorescence; Potency, µM (highest dose often 57.7 µM), for inactives: at the highest dose activity change, negative = inhibition, usual class: inhibitors; hit rate 0.25% among 100,000; AID 1671188, 2021; further: potency means the concentration at half of the fitted maximal effect; nearly all actives have a fitted effect of over 60% in size; many of its hits are not listed in these tables
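Fluorescence of coupled pyruvate oxidase/HRP/Amplex Red system (50uM Amplex, 30 min, dark) reports pyruvate formed by GPT2. Enzyme reaction: 10ng/uL GPT2, 2mM L-alanine, 250uM a-KG, 30 min room temperature, pH 7.5; 50uM AOA control.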
IP6K1 inh: Primary qHTS assay for small molecule inhibitors of Inositol hexaphosphate kinase 1 (IP6K1); IP6K1 kinase, ADP-Glo luminescence, 2 h; stronger effect = lower value; hit rate 0.81% among 140,000; Inositol hexakisphosphate kinase 1 (Homo sapiens), Q92551; activity change, % (series mostly up to about 58 µM); in the data active means activity change below about -25%
Target sequence (Q92551 whole entry, looked up): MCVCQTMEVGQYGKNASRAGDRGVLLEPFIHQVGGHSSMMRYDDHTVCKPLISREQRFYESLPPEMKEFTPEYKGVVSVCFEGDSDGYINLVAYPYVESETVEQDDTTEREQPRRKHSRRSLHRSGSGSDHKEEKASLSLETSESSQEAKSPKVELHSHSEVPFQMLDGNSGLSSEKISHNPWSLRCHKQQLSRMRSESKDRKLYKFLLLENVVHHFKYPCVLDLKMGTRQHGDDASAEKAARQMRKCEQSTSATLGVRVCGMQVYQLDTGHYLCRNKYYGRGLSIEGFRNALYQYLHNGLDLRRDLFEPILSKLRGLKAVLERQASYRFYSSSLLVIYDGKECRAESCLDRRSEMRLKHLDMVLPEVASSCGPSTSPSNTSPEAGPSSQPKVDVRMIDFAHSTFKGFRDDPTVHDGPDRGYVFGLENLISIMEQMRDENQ
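ADP-Glo luminescence measures ADP made by human IP6K1 during a 2 h RT reaction with ATP/IP6 (mix at 1.3 mM/130 uM); top library doses 57.5 and 19.1 uM final.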
3T3 cytotox: Cytotoxic Profiling in NIH 3T3 Cell Line of Diverse Libraries Using Quantitative High-Throughput Screening; NIH 3T3 viability, CellTiter-Glo ATP luminescence, 48-72 h; Potency, µM (highest dose often 96.7 µM), for inactives: at the highest dose activity change, negative = cytotoxicity, most hits filed as inhibitors; hit rate 4.3% among 94,000; AID 1345082, 2018; further: potency means the concentration at half of the fitted maximal effect; nearly all actives have a fitted effect of over 55% in size
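Cytotoxicity was measured by CellTiter-Glo ATP luminescence after 48 or 72 h compound exposure at 37 °C. Mouse NIH 3T3 fibroblasts were seeded at 400 cells/well and dosed by 23 nL pin transfer.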
* marks the source's active call; other numbers are inactive results; i = inactive; ? = inconclusive; . = no result given; [ ] = remark or other dose. Unless noted, the call rests on the fitted dose curve; in most records, active means well fitted curve in the direction sought with a large enough effect; inconclusive means small, poorly fitted or top-dose-only effect, or another doubt; inactive means no such curve, though single readings can be large; an effect the other way counts as inactive or inconclusive. Unless noted, on the % scale 0 is the no-effect control and ±100 the full control effect.

SMILES	FLuc inh	HEK293 viab	HEK293 tox	SNCA expr inh	GPT2 inhibitor	IP6K1 inh	3T3 cytotox
Cn1nc(C(=O)N2CCc3nn(CC#N)c(=O)n3CC2)c2ccccc21	?	-3%	i	35%[activator]	-9%	-10	-4%
CCOc1cc(=O)n2c(c1C(=O)Nc1cccc(Br)c1)CCCC2	11%	-12%	?	8%	i	-13	-6%
CC1CCC2C(=CCC(O)C2(C)C)C1(C)Cc1c(O)cc(CO)c(C=O)c1O (configuration not stated)	.	-28%	.	.	i	2	.
CNC(C)c1cnccn1 (configuration not stated)	.	-11%[87.6 µM]	i	24%[87.6 µM]	1%[88.5 µM]	-3	i
CC(=O)c1ccc(NC(=O)N2CCc3c(nc(-c4ccc(F)cc4)[nH]c3=O)C2)cc1	-14%	6%	11%	104%[activator]	1%	4	-9%
Cc1ccc(CNC(=O)N2CCCN(S(C)(=O)=O)C(c3ccccc3)CC(=O)NCC2)cc1 (configuration not stated)	-11%	1%	-5%	4%	i	9	-16%
CC(C)N(CCCNC(=O)Nc1ccc(C(C)(C)C)cc1)C[C@H]1O[C@@H](n2cc(Br)c3c(N)ncnc32)[C@H](O)[C@H]1O	.	-21%	.	-12%	i	.	.
Cc1cccc(-c2nc3cnccn3c2NCCC(=O)N2CCCCCC2)c1	-10%	?	-22%	3%	?	2	-4%
NC(=O)c1cccc(CN2CCC3(Cc4ccccc4N(C(=O)C4CCCC4)C3)C2)c1 (configuration not stated)	.	-16%	79µM*	-16%	-10%	-6	-29%
CCOc1ccccc1NC(=O)N1CCC(N2CCN(Cc3ccccc3)C(=O)C2=O)CC1	.	2%	.	37%[activator]	.	5	.
O=C(NCCNc1cccnc1)C1CCC(=O)N(Cc2ccc(Cl)cc2)C1 (configuration not stated)	-8%	-12%	-13%	4%	?	-14	-10%
Cc1oc(-c2cccc(Oc3ccccc3)c2)nc1CN1CC[C@H](N(C)C)C1	9%	-4%	?	1%	i	5	79µM*
CC1CCN(CC2CCCN(C(=O)c3cccc(F)c3)CC2)CC1 (configuration not stated)	.	-8%	i	-1%	2%	-3	-6%
NCC(=O)N1Cc2ccccc2CC2(CCN(CC3CCNC3)C2)C1 (configuration not stated)	.	-3%	-16%	-4%	i	-8	-21%
O=C1CCN(C(=O)C2CC=CC2)CCCC(c2nc(-c3cccnc3)no2)CCN1 (configuration not stated)	-6%	-4%	-7%	11%	-11%	23	-16%
Cc1ncc(COP(=O)(O)O)c(C=O)c1O	.	-14%[23.9 µM]	.	-1%[25.6 µM]	i	10	.
CN(CCc1ccccc1)C(=O)c1cc2c(s1)CCN(C(=O)c1ccc(Cl)cc1)C2	-7%	8%	-23%	?	2%	1	-24%
O=C(NC1CCN(c2cc(-c3cccs3)[nH]n2)C1)c1cc(F)ccc1Cl (configuration not stated)	1%	-2%	?	-1%	?	4	?
O=C(c1ccc2c(c1)OCO2)N1CCCC2(C1)Nc1cccnc1NC2=NC1CCCC1 (configuration not stated)	3%	-24%	-26%	13%	?	14	-13%
O=C(N[C@@H]1[C@@H](Cc2ccccc2)[C@H]2OCC[C@@H]12)N1CCOCC1	-12%	-1%	-1%	-19%	i	11	0%
Cc1cc(C2CCCN2C(=O)c2ccc(-c3ccccc3Cl)o2)no1 (configuration not stated)	?	-8%	45µM*	57%[activator]	-5%	10	?
COCC1CN(C(C)=O)CC12CCN(C(=O)c1n[nH]c(=O)c3ccccc13)CC2 (configuration not stated)	-11%	-2%	-5%	?	i	6	-4%
CC(C)C(=O)NCCC1CCN(C(=O)Nc2ccccc2F)CC1	-7%	3%	1%	1%	i	-7	i
CN(C)C[C@@H]1CN(Cc2ccccc2)C[C@H]1NC(=O)CCn1cccn1	9%	7%	i	2%	i	19	0%
CC(C)(C)CC(=O)N1CCC(N2C(=O)C(O)C23CCCCC3)CC1 (configuration not stated)	0%	-8%	-22%	-15%	i	12	-14%

Continuation:
SMILES	FLuc inh	HEK293 viab	HEK293 tox	SNCA expr inh	GPT2 inhibitor	IP6K1 inh	3T3 cytotox
CN(C)c1ncnc2sc3c(c12)CCN(Cc1ccc2cc[nH]c2c1)C3	-6%	9%	-5%	-9%	?	9	?
C=CCO[C@@H]1C[C@H]2C(=O)N3CC[C@H](NC(=O)[C@@H](O)c4ccccc4)C[C@H]3C(=O)N2C1	6%[172 µM]	1%[87.6 µM]	1%[172 µM]	-5%[87.6 µM]	i	3	4%[174 µM]
CCOc1ccc(C(CC(=O)Nc2ccc(C(=O)OC)cc2)N2Cc3ccccc3C2=O)cc1OC (configuration not stated)	.	-2%	.	-1%	.	1	.
COc1ccc(NC(=O)C2=CC(c3cccs3)=NS(=O)(=O)N2C)cc1	.	-14%	.	61%[activator]	.	-16	.
Cc1cnccc1CNC(=O)c1cc(COc2ccc3c(c2)OCO3)[nH]n1	4%	2%	-2%	16%	i	11	-16%
CCCn1c2ccccc2c2cnn(CC(=O)NCCCN(CC)c3ccccc3)c(=O)c21	.	2%	.	-6%	.	-1	.
Cc1ccc(NC(=O)N2Cc3[nH]cnc3C[C@H]2c2nc(-c3ccc(C)cc3)no2)cc1	32µM*	?	?	-18%[87.6 µM]	2%[88.5 µM]	0	100µM*
CCOC(=O)C[C@@H]1C[C@@H](C(C)C)[C@H](CNC(=O)c2cccnc2)C=C1C	-4%[172 µM]	-21%[87.6 µM]	?	-26%[87.6 µM]	-1%[88.5 µM]	23	?
CCN(CC)Cc1cnc2c(C(=O)N3CCCC(C(N)=O)C3)cnn2c1 (configuration not stated)	7%	-2%	i	0%	-8%	8	i
COc1ccccc1CN1CCOCC2(C1)CN([S+](=O)([O-])c1ccccc1)C2	-7%[172 µM]	-1%[87.6 µM]	?	3%[87.6 µM]	i	3	-18%[138 µM]
Cc1ccc(S(=O)(=O)N2CCC(Oc3ncccc3C(=O)N(C)C)C2)cc1C (configuration not stated)	-7%	3%	-2%	-21%	i	17	-28%
COc1cc(OC)cc(-c2cc3nc(C)c(CCC(=O)Nc4ccccc4OC)c(C)n3n2)c1	.	3%	.	?	.	4	.
Cc1ccc(NC(=O)Cn2ccn3nc(-c4ccccc4)c(CO)c3c2=O)cc1Cl	0%	-8%	?	-13%	1%	5	?
O=C(N1c2ccccc2CC1c1nnc(C2CCOCC2)o1)C1(c2ccccc2)CC1 (configuration not stated)	1%	-5%	?	-8%	1%	-2	?
CCN(CC)C(=O)[C@@H]1C[C@@H](NC(=O)c2ccn(CC)c(=O)c2)CN1C(C)=O	11%	-14%	3%	-3%	i	-7	2%
CCNC(=O)Nc1ccc(OCC(=O)NC2CCCC2)nc1	-6%	12%	-2%	-1%	-1%	27	-8%
CN(Cc1ccc2nonc2c1)C(=O)C1CCC(=O)N(Cc2ccc(Cl)cc2)C1 (configuration not stated)	0%	3%	-11%	26%	-24%	7	?
CCc1nc2c(c(-c3ccc(OC)cc3)n1)CCN(CC1CCCCC1)CC2	.	2%	-21%	-22%	2%	-1	-3%
CN(Cc1cccn1C)C1CCCc2ccccc21 (configuration not stated)	9%[172 µM]	6%[87.6 µM]	-16%[172 µM]	38%[activator][87.6 µM]	i	-15	-20%[138 µM]
O=C1CCC(CNS(=O)(=O)c2cccnc2)CCN1Cc1ccccc1 (configuration not stated)	.	5%	-7%	26%	-7%	13	-24%
Cn1cnnc1CC1CCNC1 (configuration not stated)	1%	8%	-7%	30%[activator]	i	9	i
O=C(NCCO[N+](=O)[O-])c1cccnc1	.	-12%[23.9 µM]	.	-11%[25.6 µM]	-13%	-7	.

Screening data (PubChem)
